EphB4 antag: EphB4-ephrin-B2 interaction antagonism; inhibition, % at 7 µM; EphB4 LBD / TNYL-RAW-Alexa532 peptide, fluorescence polarization; P54760; 97,000 compounds, 0.15% hits;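 active means inhibition above the screen-wide mean inhibition plus 3 SD, cut at about 15% in these data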;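 further: 0% = DMSO wells and 100% = excess unlabeled TNYL-RAW peptide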
CYP2C9 inh: human CYP2C9 inhibition. CYP2C9 Supersomes, luciferin-H conversion, luminescence. P11712. inhibition, % at 5 µM. 96,000 compounds, 20% hits. AID 777;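 active means blocking of liver enzyme CYP2C9 beyond about 50% at 5 µM, limit read from the data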; further: values of inactives mirror those of a sister screen read the other way
CYP2C19 inh: inhibitors of human CYP2C19; P33261; CYP2C19 Supersomes, luciferin-H EGE luminescence, 30 min; inhibition, % at 5 µM; 96,000 compounds, 21% hits; AID 778;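 active means CYP2C19 inhibition above a set limit at 5 µM in the primary screen, cut at about 50% in these data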;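 further: plate controls were negative control wells for no effect and 2.5 mM tranylcypromine positive control for full effect; values of inactives mirror those of a sister screen read the other way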
CYP2C19 act: activators of human cytochrome P450 2C19; recombinant CYP2C19, luciferin-H EGE luminescence; hits give high values; 0 = fully inhibited enzyme, 1 = untreated enzyme; AID 1025; P33261; activation factor at 5 µM; 96,000 tested, under 10 active;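 active means activation factor of at least 2 at 5 µM in the primary screen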;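 further: 0 = wells with 2.5 mM tranylcypromine and 1 = vehicle-only wells; values of inactives mirror those of a sister screen read the other way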
PLAP act: activates human placental alkaline phosphatase; P05187; purified PLAP enzyme, luminescent substrate read-out; hits give high values; activation fold at 20 µM; 96,000 compounds, 1.2% hits; in the data active means activation fold above about 2
CYP2C9 act: CYP2C9 (human) activation. P11712. recombinant CYP2C9, luciferin-H conversion, luminescence; hits give high values; factor 1 = untreated enzyme, 0 = blocked. activation factor at 5 µM. 96,000 compounds, 1.4% hits. AID 1024;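 active means activation factor of 2 or more for CYP2C9 at a 5 µM dose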;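 further: 0 = sulfaphenazole-blocked wells and 1 = vehicle-only wells; values of inactives mirror those of a sister screen read the other way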
Ecoli WT expand: blocks growth of wild type E. coli BW25113; OD600 absorbance; growth inhibition, % at 100 µM; 98,000 compounds, 0.15% hits; AID 710;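 active means growth inhibition above about 50% at one test dose, limit read from the data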;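 further: growth measured after 20 h incubation at 37 °C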
PTK2B oligo ant: antagonists of human Pyk2 oligomerization; AID 1347419; 99,000 compounds, 0.83% hits; Q293 cells, Pyk2 FERM NanoBiT luminescence; hits give low values; Q14289; z-score (the deposit names both 25 µM and 10 µM);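 active means Z-score of -3 or lower, scaled per plate to the spread of control and sample wells; inactive means z-score above -3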;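 further: negative z-score means lost luminescence so less FERM oligomerization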
Target sequence (Q14289 whole entry, looked up): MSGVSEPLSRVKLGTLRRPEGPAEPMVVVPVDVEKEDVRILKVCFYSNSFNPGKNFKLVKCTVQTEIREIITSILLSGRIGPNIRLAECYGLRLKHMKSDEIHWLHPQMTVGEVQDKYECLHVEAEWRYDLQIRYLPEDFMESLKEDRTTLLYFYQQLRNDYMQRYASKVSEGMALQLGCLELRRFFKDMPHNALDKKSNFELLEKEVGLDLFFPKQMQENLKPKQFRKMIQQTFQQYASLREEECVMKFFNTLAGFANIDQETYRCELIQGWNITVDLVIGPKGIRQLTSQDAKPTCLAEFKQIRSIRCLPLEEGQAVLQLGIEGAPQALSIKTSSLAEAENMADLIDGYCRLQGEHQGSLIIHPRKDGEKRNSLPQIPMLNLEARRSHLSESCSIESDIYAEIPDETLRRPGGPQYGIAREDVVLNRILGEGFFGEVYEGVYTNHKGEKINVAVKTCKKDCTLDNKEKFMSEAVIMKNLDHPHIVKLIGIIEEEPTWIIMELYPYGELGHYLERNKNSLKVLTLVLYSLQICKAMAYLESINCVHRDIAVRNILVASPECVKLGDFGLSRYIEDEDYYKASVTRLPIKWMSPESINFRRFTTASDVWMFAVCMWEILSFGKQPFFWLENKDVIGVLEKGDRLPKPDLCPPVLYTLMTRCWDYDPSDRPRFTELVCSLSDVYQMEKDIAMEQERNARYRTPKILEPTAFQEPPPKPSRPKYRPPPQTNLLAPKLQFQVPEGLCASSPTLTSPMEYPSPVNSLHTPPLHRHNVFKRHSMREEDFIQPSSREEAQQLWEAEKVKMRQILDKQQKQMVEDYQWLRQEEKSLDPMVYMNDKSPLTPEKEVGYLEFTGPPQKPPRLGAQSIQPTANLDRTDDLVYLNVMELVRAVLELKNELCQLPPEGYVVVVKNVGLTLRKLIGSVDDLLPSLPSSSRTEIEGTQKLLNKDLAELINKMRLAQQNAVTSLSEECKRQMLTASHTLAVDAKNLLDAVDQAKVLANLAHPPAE
PostGolgi yeast: growth inhibition of a yeast mutant, post-Golgi transport screen | post-Golgi transport phenotypic cell assay | AID 739 | 98,000 compounds, 0.9% hits | inhibition, % at 10 µM; in the data active means inhibition above about 30%;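 further: yeast cells grown in 1536-well plates; yeast grown about 18 h at 30C before absorbance read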
* = called active by the depositor; · = not tested or not shown. Rows are unselected. Share with any hit: about 31%.

#	SMILES	EphB4 antag	CYP2C9 inh	CYP2C19 inh	CYP2C19 act	PLAP act
1	O=C(Nc1nc2nc(-c3ccccc3)cc(=O)n2[nH]1)c1ccccc1	-3.7	22.6	3.3	1	1.6
2	Cc1csc(NC(=O)CSc2nc3sc(C)c(C)c3c(=O)[nH]2)n1	4.0	86.3*	11.5	0.9	1.4
3	FC(F)(F)c1cc(-c2ccco2)nc(N2CCN(c3ccccc3)CC2)n1	1.0	41.2	23.2	0.8	0.5
4	O=C(COC(=O)Cc1ccsc1)NCC12CC3CC(CC(C3)C1)C2	-0.7	36.6	58.9*	0.4	0.9
5	O=C(NNc1ccc([N+](=O)[O-])cc1)C1CC2CCCC(C1)C2=O (stereo not drawn)	-6.0	12.9	10.2	0.9	0.9
6	CCOc1ccc2[nH]c(=O)c(CN(CCc3ccccc3)C(=O)N3CCOCC3)cc2c1	2.0	49.8	13.7	0.9	1.4
7	CCOC(=O)Cc1c(C)nc2c(-c3ccc(Cl)cc3)c[nH]n2c1=O	·	66.6*	6.7	0.9	1
8	Cc1cc(=O)oc2cc(OC(C)C(=O)N3CCCc4ccccc43)ccc12 (stereo not drawn)	7.5	84.1*	38.4	0.6	1.1
9	CS(=O)(=O)N(Cc1ccc(Cl)cc1)c1ccc(C(=O)NCCSCc2ccco2)cc1	-6.0	74.1*	-3.9	1	0.9
10	Clc1ncccc1-c1nc2ccccc2n1Cc1ccccc1	8.8	20.8	24.6	0.8	1.1

#	CYP2C9 act	Ecoli WT expand	PTK2B oligo ant	PostGolgi yeast
1	0.8	-16.0	-0.59	12.0
2	0.1	-1.0	-0.12	2.1
3	0.6	-3.0	0.1	-2.0
4	0.6	4.0	0.72	-5.3
5	0.9	1.0	0.78	-2.9
6	0.5	-10.0	-0.4	10.7
7	0.3	21.0	-0.79	12.4
8	0.2	2.0	0.14	-5.2
9	0.3	-16.0	0.47	-11.3
10	0.8	3.0	-1.88	8.3

Already shown: an excerpt of the list.
#	SMILES	EphB4 antag	CYP2C9 inh	CYP2C19 inh	CYP2C19 act	PLAP act
6	CCOc1ccc2[nH]c(=O)c(CN(CCc3ccccc3)C(=O)N3CCOCC3)cc2c1	2.0	49.8	13.7	0.9	1.4
7	CCOC(=O)Cc1c(C)nc2c(-c3ccc(Cl)cc3)c[nH]n2c1=O	·	66.6*	6.7	0.9	1

#	CYP2C9 act	Ecoli WT expand	PTK2B oligo ant	PostGolgi yeast
6	0.5	-10.0	-0.4	10.7
7	0.3	21.0	-0.79	12.4

(further entries)
#	SMILES	EphB4 antag	CYP2C9 inh	CYP2C19 inh	CYP2C19 act	PLAP act
11	Cc1c(Cl)ccc2c1NC(=O)[C@]21N[C@@H](CCC(N)=O)[C@H]2C(=O)N(c3ccc(F)cc3)C(=O)[C@H]21	3.5	29.0	27.1	0.7	1.5
12	O=C(CC(=O)N/N=C/c1ccc(Cl)cc1Cl)NCc1ccccc1	-1.6	43.9	55.3*	0.4	1
13	COc1cc(C(=O)N(Cc2ccco2)Cc2cc3ccccc3[nH]c2=O)cc(OC)c1OC	2.0	29.4	29.1	0.7	1
14	O=C1CSC(c2cn(-c3ccccc3)nc2-c2cccs2)N1CC1CCCO1 (stereo not drawn)	2.8	80.0*	72.8*	0.3	1.4
15	Cc1cccc(OCC(O)CN2C(C)(C)CC(O)CC2(C)C)c1C (stereo not drawn)	4.2	-10.7	-6.3	1.1	1.6
16	COCCNC(=O)CS(=O)(=O)Cc1nc(-c2ccc(C)cc2)oc1C	0.1	25.4	19.6	0.8	1.5
17	Cc1nc2nc(SCC(N)=O)[nH]c2cc1Br	-8.3	8.6	3.6	1	2.2*
18	Cc1[nH]c2ccccc2c1C(=O)CN1CCCC1	-2.4	39.0	29.7	0.7	1.5
19	Cc1ccccc1-n1nc2c(c1NC(=O)c1ccc(S(=O)(=O)N(C)C)cc1)CSC2	0.3	4.4	-13.2	1.1	1.1
20	COc1ccc(CCNC(=O)COC(=O)c2cnccn2)cc1	-1.9	19.2	35.1	0.6	1.2

#	CYP2C9 act	Ecoli WT expand	PTK2B oligo ant	PostGolgi yeast
11	0.7	11.0	-1.09	-3.1
12	0.6	-3.0	-0.51	-10.0
13	0.7	-4.0	-0.38	1.5
14	0.2	-10.0	-0.96	-13.9
15	1.1	3.0	1.69	-8.2
16	0.7	-5.0	·	2.9
17	0.9	6.0	-0.27	6.3
18	0.6	0.0	-0.24	8.4
19	1	-3.0	-0.45	-4.2
20	0.8	1.0	-0.3	4.1

Going on with the list:
#	SMILES	EphB4 antag	CYP2C9 inh	CYP2C19 inh	CYP2C19 act	PLAP act
21	O=C1CC2CS(=O)(=O)CC2N1c1ccc(Cl)cc1Cl (stereo not drawn)	-8.7	·	·	·	·
22	Cc1cc(=O)n2nc(N3CCCC(C(=O)N4CCOCC4)C3)sc2n1 (stereo not drawn)	·	-20.9	-24.5	1.2	1.3
23	COc1cccc(NC(=O)COC(=O)c2ccco2)c1	0.8	·	·	·	·
24	COc1ccc(-c2cc(=O)[nH]c(NCc3ccccc3)n2)cc1	-4.7	0.9	13.0	0.9	0.8
25	Cc1cc(NC(=O)c2cc(-c3ccccc3)on2)n(-c2ccccc2)n1	1.3	-11.9	-22.0	1.2	1.1
26	O=C(CC1Oc2ccccc2NC1=O)NCCCN1CCOCC1 (stereo not drawn)	-6.4	-0.2	-15.6	1.2	1.5
27	Cc1ccccc1NC(=O)c1ccc(-c2ccc(Cl)cc2Cl)o1	2.7	49.1	33.4	0.7	1
28	O=C1CCC(=O)N1c1nc2n(n1)C(c1ccccc1)C=C(c1ccc(Br)cc1)N2 (stereo not drawn)	-0.1	60.8*	49.2	0.5	2*
29	COc1ccc(CC(=S)N2CCOCC2)cc1	-5.0	7.8	96.0*	0	0.8
30	COC(=O)[C@H](C)NC(=O)NC1CCN(Cc2ccccc2)CC1	-2.7	4.2	-0.3	1	0.9

#	CYP2C9 act	Ecoli WT expand	PTK2B oligo ant	PostGolgi yeast
21	·	-4.0	-0.39	0.9
22	1.2	1.0	0.41	-0.1
23	·	5.0	-0.45	5.3
24	1	-3.0	-1.92	7.0
25	1.1	-27.0	1.57	-0.1
26	1	-4.0	·	-5.5
27	0.5	-24.0	-0.23	-1.3
28	0.4	-8.0	-1.05	11.9
29	0.9	0.0	0.63	12.5
30	1	0.0	-0.09	0.5

(list continues)
#	SMILES	EphB4 antag	CYP2C9 inh	CYP2C19 inh	CYP2C19 act	PLAP act
31	COC(=O)C1C(O)=C(C=Nc2ccc(N)cc2)C(=O)CC1(C)C (stereo not drawn)	0.3	13.5	5.2	0.9	1
32	CCCCc1nc2sc3c(SCC(=O)NCc4ccco4)ncnc3c2c2c1CCC2	-1.7	81.8*	58.5*	0.4	1.4
33	COC(=O)C1CCN(C(=O)Nc2ccc(OC)cc2)CC1	6.4	8.9	10.5	0.9	0.9
34	CCOC(=O)N1CCN(S(=O)(=O)c2cc(OCC)ccc2OCC)CC1	2.5	55.4*	58.8*	0.4	1.4
35	CC(=O)c1c(N2CCCCC2)nc(=S)n(-c2ccccc2)c1C	-3.5	-1.2	10.0	0.9	0.9
36	COc1ccc(S(=O)(=O)N2CCCC(C(=O)N3CCN(C)CC3)C2)cc1C (stereo not drawn)	-3.8	-24.0	30.0	0.7	1.2
37	CCN(CC)C(=O)C1CCN(Cc2cccc(OCc3ccccc3)c2)CC1	-10.7	41.7	36.4	0.6	1.6
38	COCC(=O)Nc1ccccc1C#N	6.4	-4.6	4.0	1	0.8
39	Cc1cnnc2c1-c1nonc1CC2	3.2	12.1	-5.9	1.1	1.1
40	C=CCNC(=S)N/N=C/c1ccc(-c2cc(Cl)ccc2Cl)o1	-12.2	-69.1	8.6	0.9	0.7

#	CYP2C9 act	Ecoli WT expand	PTK2B oligo ant	PostGolgi yeast
31	0.9	-3.0	-0.35	-0.2
32	0.2	-8.0	-0.21	-5.6
33	0.9	4.0	1.59	8.7
34	0.4	5.0	-0.27	9.8
35	1	-3.0	1.06	4.2
36	1.2	2.0	-0.22	0.0
37	0.6	3.0	-0.39	-3.1
38	1	2.0	0.94	6.6
39	0.9	12.0	0.66	-2.7
40	1.7	1.0	-3.43*	-1.8

The list goes on.
#	SMILES	EphB4 antag	CYP2C9 inh	CYP2C19 inh	CYP2C19 act	PLAP act
41	COc1ccc(S(=O)(=O)Nc2c(C)n(C)n(-c3ccccc3)c2=O)cc1	2.3	-4.2	-4.1	1	1.2
42	CCC1(C)N(O)C(C)(C)C(c2ccc(OC)cc2)=[N+]1[O-] (stereo not drawn)	1.4	0.3	-7.3	1.1	1
43	CCOC(=O)c1ccc2c(c1)nc(COc1ccc3ccccc3c1)n2CC	-3.0	47.6	17.9	0.8	0.9
44	CC(=O)NCC(=O)N(c1ccccc1)C1(C(=O)NC2CCCCC2)CCCCC1	-7.2	4.4	-8.0	1.1	1.2
45	O=C(/C=C/c1ccc(-c2ccccc2[N+](=O)[O-])o1)c1ccc(Br)cc1	-0.9	12.8	21.3	0.8	1
46	CC(C)(C)CC(=O)Nc1nnc(-c2cccs2)s1	4.2	6.1	4.3	1	0.9
47	CCNC(=S)N(Cc1ccc2c(c1)OCO2)C1CC(=O)N(c2ccc(OC)cc2)C1=O (stereo not drawn)	5.9	4.1	20.6	0.8	0.9
48	CCC(C)(C)n1nnnc1C(c1ccccc1OC)N1CCSCC1 (stereo not drawn)	4.2	17.0	11.4	0.9	1
49	Cc1ccc(NC(=O)c2cccc3c2C(=O)N(C2CCCCC2)C3)cc1	3.8	26.3	8.5	0.9	1.1
50	O=c1c(-c2nc3ccccc3o2)c2oc3ccccc3n2c2ccccc12	6.1	5.5	7.8	0.9	0.8

#	CYP2C9 act	Ecoli WT expand	PTK2B oligo ant	PostGolgi yeast
41	1	6.0	2.55	-0.5
42	1	4.0	0.17	1.5
43	0.5	-9.0	-0.12	-9.6
44	1	-4.0	-0.54	2.0
45	0.9	-12.0	0.15	-3.6
46	0.9	-11.0	-0.64	26.1
47	1	0.0	-0.59	8.3
48	0.8	1.0	-0.08	-5.6
49	0.7	-2.0	0.4	9.8
50	0.9	-3.0	·	-3.1

(cont.)
#	SMILES	EphB4 antag	CYP2C9 inh	CYP2C19 inh	CYP2C19 act	PLAP act
51	Cc1cc(C)c2[nH]c(=O)c(CN(Cc3ccco3)C(=O)C3CCCO3)cc2c1 (stereo not drawn)	-0.3	1.9	-2.0	1	1
52	Cc1ccc(Nc2oc(C)nc2C#N)cc1	1.7	29.9	41.4	0.6	1
53	CCNc1nc(NCC)nc(OCCOC(=O)c2ccccc2)n1	·	27.7	50.6*	0.5	0.9
54	Cc1ccc(C)c(OCCCC(=O)O)c1	2.7	-1.4	3.5	1	1.1
55	CCCn1c(SCC(=O)Nc2ccc3c(c2)OCCO3)nnc1-c1ccco1	-0.8	91.5*	72.7*	0.3	1.6
56	CCCCn1nnnc1SCC(=O)Nc1sc2c(c1C#N)CCCC2	-5.9	28.5	19.6	0.8	1.1
57	O=C1CSC(c2ccncc2)N1Cc1ccco1 (stereo not drawn)	4.2	22.4	17.6	0.8	1
58	COC(=O)CCC(=O)Nc1ccccc1C(N)=O	-5.6	0.8	15.8	0.8	1
59	CNC(=S)NNC(=O)c1cccn(Cc2ccc(Cl)c(Cl)c2)c1=O	-6.5	-16.0	-1.9	1	1.9

#	CYP2C9 act	Ecoli WT expand	PTK2B oligo ant	PostGolgi yeast
51	1	1.0	-0.16	6.0
52	0.7	6.0	1.68	-4.3
53	0.7	-8.0	-0.52	9.4
54	1	-2.0	-0.24	-5.2
55	0.1	1.0	0.36	-2.8
56	0.7	-3.0	0.35	-4.1
57	0.8	4.0	1.69	2.8
58	1	1.0	0.61	0.7
59	1.2	4.0	0.09	1.3

Screening data: PubChem, several laboratories
